ABCB6 inh MLPCN = blocks the human ABCB6 transporter; Q9NP58; fluorescence ratio to DMSO, % at 10 µM; AID 602162; hit rate 0.19% among 360,000; K562-ABCB6 porphyrin accumulation, flow cytometry, 1 h; hits give low values;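 active = fluorescence ratio to DMSO below 75%, the collection mean minus 3 SD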;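 note: signal is porphyrin accumulated inside mitochondria; 100% equals median channel fluorescence of DMSO control wells; lower ratio means ABCB6 inhibition with less porphyrin fluorescence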
TLR9-MyD88 inh = blocks human TLR9 binding to MyD88. Q9NR96+Q99836. CHO BLA complementation TLR9-MyD88, CCF4 FRET ratio. inhibition, % at 4.98 µM. hit rate 0.21% among 340,000;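 active = inhibition above the mean over all tested compounds plus 3 SD, cut at about 21% in these data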;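 note: 0% = DMSO only wells and 100% = clavulanate BLA inhibitor control wells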
ABHD5 PLIN5 PPI = ABHD5-PLIN5 protein interaction inhibition | Split G. princeps luciferase complementation, luminescence, 4 h | inhibition, % at 4 µM | hit rate 0.78% among 360,000;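 active = inhibition above the mean inhibition across every tested compound plus 3 SD, cut at about 22% in these data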;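 note: 0% = DMSO only wells and the 100% control is not disclosed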
Exocytosis inh = lytic granule exocytosis inhibition. TALL-104 LAMP-1 surface exposure, flow cytometry; cells stimulated with thapsigargin and PMA. hit rate 0.66% among 360,000. inhibition, % at 10 µM;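 active = inhibition above about 55%, limit read from the data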
NOD2-RIPK2 inh = inhibitors of human NOD2-RIPK2 interaction | inhibition, % at 4.98 µM | O43353 | AID 624267 | CHO BLA complementation NOD2-RIPK2, CCF4 ratio | hit rate 0.38% among 360,000; in the data active = inhibition above about 21%;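 note: 0% = vehicle only and 100% = reference blocker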
Target sequence (O43353 whole entry, looked up): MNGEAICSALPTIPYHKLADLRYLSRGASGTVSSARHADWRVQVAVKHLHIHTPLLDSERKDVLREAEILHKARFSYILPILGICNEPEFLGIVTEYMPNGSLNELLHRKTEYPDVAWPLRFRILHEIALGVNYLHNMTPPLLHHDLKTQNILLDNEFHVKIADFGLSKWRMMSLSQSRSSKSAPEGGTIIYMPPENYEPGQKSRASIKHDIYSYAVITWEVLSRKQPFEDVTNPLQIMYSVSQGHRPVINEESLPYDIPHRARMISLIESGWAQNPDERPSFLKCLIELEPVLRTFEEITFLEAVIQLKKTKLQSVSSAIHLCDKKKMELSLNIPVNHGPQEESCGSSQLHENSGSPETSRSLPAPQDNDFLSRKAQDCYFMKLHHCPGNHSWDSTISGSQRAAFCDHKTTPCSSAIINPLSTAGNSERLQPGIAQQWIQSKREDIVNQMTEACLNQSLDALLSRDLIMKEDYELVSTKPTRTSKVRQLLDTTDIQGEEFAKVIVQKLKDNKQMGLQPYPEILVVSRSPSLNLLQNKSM
Vif imaging = blocks HIV Vif function | HEK293T cells, Vif self-association by quenched fluorescence, imaging, 24 h | inhibition, % at 7.49 µM | hit rate 0.35% among 340,000 | AID 602346; in the data active = inhibition above about 50%, passing the limit was not always enough; note: some results filed as inactive read as strong as hits
N-glyco inh = N-linked glycosylation inhibition. reporter increase, % at 12.5 µM. AID 588692. hit rate 0.23% among 360,000. D54 ERlucT glycosylation luciferase reporter, 24 h; percent of 100 nM tunicamycin response;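 active = mean luciferase reporter signal, scaled so untreated is 0 and the glycosylation-blocking control 100, at or above a set limit in every replicate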;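 note: luciferase carries N-glycosylation sites so blocking glycosylation raises the light; 0% = median of neutral control wells and 100% = median of 100 nM tunicamycin wells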
MC4R antag cAMP = antagonists of human melanocortin 4 receptor (MC4R) | P32245 | MC4R-expressing cells, MTII-stimulated cAMP, LANCE TR-FRET | inhibition, % at 6.5 µM | hit rate 0.48% among 360,000 | AID 540295;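 active = inhibition above its plate's cutoff, the mean of tested wells on that plate plus 3 SD, cut at about 29% in these data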;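 note: 0% = Melanotan II alone and 100% = Melanotan II plus saturating MCL0020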
Target sequence (P32245 whole entry, looked up): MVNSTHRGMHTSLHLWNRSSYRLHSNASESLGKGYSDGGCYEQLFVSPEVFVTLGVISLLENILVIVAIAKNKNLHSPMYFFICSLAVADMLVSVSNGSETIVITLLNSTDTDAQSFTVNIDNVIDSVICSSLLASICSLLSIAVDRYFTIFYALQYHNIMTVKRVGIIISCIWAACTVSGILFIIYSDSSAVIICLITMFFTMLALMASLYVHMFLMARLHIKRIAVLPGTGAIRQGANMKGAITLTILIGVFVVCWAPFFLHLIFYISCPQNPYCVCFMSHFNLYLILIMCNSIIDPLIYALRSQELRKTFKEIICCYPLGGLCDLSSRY
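System – human MC4R-expressing U2OS cells · Also added – Melanotan II · Dosing – one concentration, 6.5 µM nominal · Timing – 30-min compound, 1-h challenge, 1-h detection, room temperature · Measured by – Eu-cAMP/anti-cAMP TR-FRET, emission 671 nm · Replicates – singlicate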
aDG glyco up = alpha-DG glycosylation activation; Pro5-aDG cells, alpha-DG glycosylation AlphaScreen (IIH6); 0% Pro5, 100% B10-LARGE cell signal; activation, % at 10 µM; hit rate 0.22% among 360,000; AID 624168;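 active = activation of at least 8% versus controls, or a plate z-score of at least 8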;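 note: Pro5 are CHO cells carrying HIG-tagged alpha-DG that lacks glycosylation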
MC4R barr agon = agonists of human melanocortin 4 receptor (MC4R) beta-arrestin. activation, % at 8.9 µM. hit rate 0.98% among 360,000. P32245. AID 540308. U2OS MC4R beta-arrestin complementation, luminescence; percent of melanotan II response, DMSO zero;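 active = activation above a per-plate cutoff, the mean activation of sample wells on that plate plus 3 SD, cut at about 8% in these data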
* = called active by the depositor; . = no result given. This is a subset; the hit share may differ from the screen's.

Start of the listing, in advance:
SMILES	ABCB6 inh MLPCN	TLR9-MyD88 inh	ABHD5 PLIN5 PPI	Exocytosis inh	NOD2-RIPK2 inh	Vif imaging	N-glyco inh	MC4R antag cAMP	aDG glyco up	MC4R barr agon
O=C(Cc1ccc([N+](=O)[O-])cc1)Nc1ccc2c(c1)OCO2	99	1	0	-2	-3	-3	3	-3	0.1	-1.4
Cc1ccc(CN2CCN(Cc3ccon3)CC2CCO)cc1 (configuration not stated)	105	.	1	1	-1	-2	2	1	-0.2	-1.0
COc1ccc(CCNC(=O)C2CCN(C(=O)c3cccs3)CC2)cc1	103	0	0	-1	-18	.	1	5	-0.2	-1.7
O=[N+]([O-])c1ccc(Oc2ccc(S(=O)(=O)N3CCOCC3)cn2)cc1	98	-2	-12	-2	2	4	1	10	0.1	-0.4
CCC(=O)Nc1nnc(S(=O)(=O)N(C)c2ccccc2)s1	97	5	0	-5	-5	7	0	12	0.0	-0.3
CC1=C(C(=O)OCc2ccccc2)C(c2ccc(-c3ccccc3)cc2)NC(=O)N1CCCCCC(=O)O (configuration not stated)	101	-11	0	-2	-6	0	1	1	-0.1	0.2
CCOc1ccc(OCc2ccc(C(=O)N3CCCC(C)C3)cc2)cc1 (configuration not stated)	99	0	4	2	0	-17	-4	-3	0.6	0.6

The whole of this part (from the top)
SMILES	ABCB6 inh MLPCN	TLR9-MyD88 inh	ABHD5 PLIN5 PPI	Exocytosis inh	NOD2-RIPK2 inh	Vif imaging	N-glyco inh	MC4R antag cAMP	aDG glyco up	MC4R barr agon
O=C(Cc1ccc([N+](=O)[O-])cc1)Nc1ccc2c(c1)OCO2	99	1	0	-2	-3	-3	3	-3	0.1	-1.4
Cc1ccc(CN2CCN(Cc3ccon3)CC2CCO)cc1 (configuration not stated)	105	.	1	1	-1	-2	2	1	-0.2	-1.0
COc1ccc(CCNC(=O)C2CCN(C(=O)c3cccs3)CC2)cc1	103	0	0	-1	-18	.	1	5	-0.2	-1.7
O=[N+]([O-])c1ccc(Oc2ccc(S(=O)(=O)N3CCOCC3)cn2)cc1	98	-2	-12	-2	2	4	1	10	0.1	-0.4
CCC(=O)Nc1nnc(S(=O)(=O)N(C)c2ccccc2)s1	97	5	0	-5	-5	7	0	12	0.0	-0.3
CC1=C(C(=O)OCc2ccccc2)C(c2ccc(-c3ccccc3)cc2)NC(=O)N1CCCCCC(=O)O (configuration not stated)	101	-11	0	-2	-6	0	1	1	-0.1	0.2
CCOc1ccc(OCc2ccc(C(=O)N3CCCC(C)C3)cc2)cc1 (configuration not stated)	99	0	4	2	0	-17	-4	-3	0.6	0.6
COc1cc(NC(=S)N2CCN(c3ccccn3)CC2)c(OC)cc1Cl	95	4	-1	3	-10	1	2	-2	0.4	-0.2
COc1ccc2c(c1)sc(=NC(=O)CS(=O)(=O)c1ccc(F)cc1)n2C	92	5	1	0	-2	-11	5	1	-0.4	-3.3
Cc1nc2cc(C(=O)OCC(=O)NC(C)C(C)C)ccc2n1-c1ccccc1 (configuration not stated)	100	-5	4	-6	5	-5	0	13	-0.2	-1.4
O=C(COC(=O)CCC1CCCC1)Nc1nc2c(F)c(F)c(F)cc2s1	94	-4	1	-2	-6	-7	1	20	-0.1	-1.7
Cn1c(-c2ccc(F)cc2)cnc1SCC(=O)NCc1ccco1	93	4	3	0	-2	16	-2	0	0.0	-1.3
O=C(CCS(=O)(=O)c1cc(Br)cc2c1N(C(=O)C1CC1)CC2)NCc1ccco1	96	-19	13	0	1	1	0	-1	0.4	-0.7
COc1cc(OC)cc(-n2nnnc2SCC(=O)NCc2ccc3c(c2)OCO3)c1	101	-2	5	1	6	-4	1	5	0.0	2.2
CC(NC(=O)C(=O)NN=C1CCC(C(C)(C)C)CC1)c1ccccc1 (configuration not stated)	99	4	-4	6	-3	6	0	13	0.6	-1.6
COc1cc(CC(=O)Nc2nc(-c3ccc(F)c(F)c3)cs2)cc(OC)c1OC	86	2	-3	23	-16	-20	5	-2	0.7	-1.3
Cc1nc2ncnn2c(N2CCN(c3cccc(C(F)(F)F)c3)CC2)c1C	98	-5	3	4	13	-7	-2	19	3.5	-0.5
Cc1cccc(NC(=O)CCCc2ccccc2)c1	96	-2	-6	3	-6	11	-1	12	-0.1	0.8
O=C(NCc1ccccc1)C(c1cccnc1)N(C(=O)c1ccccn1)c1cccc(F)c1 (configuration not stated)	88	-5	-6	2	-7	2	1	5	-0.2	0.4
CC(CC(=O)NCCc1ccc(S(N)(=O)=O)cc1)c1ccccc1 (configuration not stated)	102	-6	-2	-7	-1	-3	2	4	-0.1	0.0
OC[C@@H]1CN(Cc2ccc(Cl)cc2)C[C@H](n2cnc3c(NCc4ccc(F)cc4)ncnc32)O1	96	.	9	4	-2	.	-1	3	-0.2	-0.7
COc1ccc(CNC(=O)CN2C(=O)NC(C)(c3cccc(Br)c3)C2=O)cc1 (configuration not stated)	100	-2	-3	3	1	7	-1	-1	0.1	-1.6
CCOC(=O)CSc1nc2ccccc2n2cnnc12	103	-6	7	-1	-11	-8	0	10	0.0	-1.4
O=C(NCc1ccncc1)[C@@H]1CCCN1C(=O)[C@H]1CCCN1C(=O)c1ccccc1	96	.	0	-2	2	.	.	.	-0.2	.
COc1ccccc1/C=C/C(=O)OCCN1CCOCC1	103	0	7	-5	3	-2	1	10	-0.1	-0.5
CC(=O)Nc1ccc(NC(=O)N(c2ccccc2)c2ccccc2)cc1	97	6	-2	-1	7	33	1	3	-0.2	-3.3
Cc1cccc(CCNC(=O)C2CCN(S(=O)(=O)N3CCOCC3)CC2)c1	98	-5	1	-3	0	0	-1	2	-0.3	-4.1
O=C(NCCNC(=O)c1ccccc1F)c1ccccn1	95	0	-4	4	-2	26	-1	-4	-0.1	-1.6
O=C(NNC(=O)C1CCCCC1)c1cnccn1	104	-8	3	0	-9	11	-4	-7	0.0	-2.5
CCC1CCCN1Cn1cnc2c([nH]c3ccc(C)cc32)c1=O (configuration not stated)	99	0	-4	-2	3	-1	0	4	-0.3	-0.2

Brought forward from above: two entries, followed by the next part.
SMILES	ABCB6 inh MLPCN	TLR9-MyD88 inh	ABHD5 PLIN5 PPI	Exocytosis inh	NOD2-RIPK2 inh	Vif imaging	N-glyco inh	MC4R antag cAMP	aDG glyco up	MC4R barr agon
O=C(NNC(=O)C1CCCCC1)c1cnccn1	104	-8	3	0	-9	11	-4	-7	0.0	-2.5
CCC1CCCN1Cn1cnc2c([nH]c3ccc(C)cc32)c1=O (configuration not stated)	99	0	-4	-2	3	-1	0	4	-0.3	-0.2
c1ccc(C2CCC(N3CCN(c4ccccc4)CC3)CC2)cc1 (configuration not stated)	101	2	-2	41	5	1	-2	-3	0.1	1.7
O=C1CSC(=S)N1c1cccc(Cl)c1	103	-6	-12	0	-14	-13	2	5	0.1	-1.5
CCc1ccc(C2CC(=O)Nc3c2c(=O)nc2c(C)cccn32)cc1 (configuration not stated)	101	3	0	2	6	-4	0	-2	-0.2	-4.3
CC(NC(=O)C(c1ccccc1)c1ccccc1)C(=O)O (configuration not stated)	100	-2	-5	-4	0	3	3	15	-0.1	1.0
CCc1c(-c2ccccc2)[n+](=O)c2c(n1[O-])CCC2	99	-8	-5	-1	-1	-10	-1	6	-0.1	-2.0
CN(C)c1ccc(-c2csc(C(C)(O)c3ccccc3)n2)cc1 (configuration not stated)	102	.	0	-3	2	-4	-3	11	-0.3	0.7
COc1ccc(NC(=O)Nc2ccc(Cc3ccncc3)cc2)cc1OC	93	7	6	2	-1	-1	-1	4	1.6	-2.5
CC1=C([N+](=O)[O-])C(c2ccccc2Cl)NC(=O)N1C (configuration not stated)	96	8	8	-10	-11	-2	1	2	0.1	-0.4
COc1ccccc1CNc1cccc(C)n1	102	-1	-4	-7	-2	-14	0	0	-0.3	-1.2
Cc1ccc(N(C(=O)Cn2nnc3ccccc32)C(C(=O)NCc2ccccc2)c2ccccn2)cc1 (configuration not stated)	104	-7	2	0	4	-1	-1	3	-0.1	-1.7
Cc1cc(C(=O)COC(=O)c2ccc[nH]c2=O)c(C)n1C1CC1	99	3	4	-2	2	.	-3	11	-0.1	-0.1
c1csc(Cc2nc(-c3ccc(-n4cccc4)cc3)no2)c1	100	-3	-2	3	6	-3	-1	-6	0.0	-0.6
COC(=O)c1cccnc1NC(=S)NC1CCCCC1	103	6	-1	-11	-3	-1	11	-13	0.2	-1.1
CCOC(=O)C(CCCP(=O)(c1ccccc1)c1ccccc1)(NC(C)=O)C(=O)OCC	103	-7	-1	18	2	7	1	11	0.0	-0.8
O=C(Cn1nc(-c2ccccc2)c2ccccc2c1=O)Nc1ccc(F)cc1	101	-14	8	-3	-3	-2	-3	-1	0.1	1.4
N#CCSc1nc2c(c(=O)n1Cc1ccco1)C1(CCCC1)Cc1ccccc1-2	96	3	3	-1	-10	.	-3	9	0.0	-2.8
CCNC(=O)CC1C(=O)N(c2ccccc2)C(=O)N1Cc1ccc(OC)cc1 (configuration not stated)	94	7	9	0	-7	14	1	6	-0.2	-2.1
O=C(CSc1ccc(-c2ccccc2)nn1)N1CCOCC1	96	-6	-4	0	-4	-15	1	7	0.1	-1.1
Cc1ccsc1C1Nc2ccc3ncccc3c2C2=C1C(=O)CCC2 (configuration not stated)	98	4	-2	3	-8	21	4	-10	-0.3	-1.2
O=C(NCc1cccs1)C1CCN(S(=O)(=O)N2CCCC2)CC1	96	4	-5	1	-4	1	1	13	-0.1	0.0
COc1ccc(C(C)=O)cc1CN1C(=O)NC(c2ccccc2)(c2ccccc2)C1=O	95	-11	-8	10	-4	-4	-4	2	0.1	0.1
Cc1ccc2nc(-c3ccccc3)cc(C(=O)NCC3CCCO3)c2c1 (configuration not stated)	100	.	-9	-3	-6	1	-1	6	0.0	-1.3

Compound activity: PubChem BioAssay, several laboratories
